# MEKK3 PB1 HTS – modulators (inhibitors or enhancers) of MEK5 binding to human MEKK3 PB1 domain; Q99759; bead-based flow cytometry, Alexa488-MEK5 binding to MEKK3; actives lie on both sides; 0 = blocked by unlabeled MEK5, 100 = vehicle; binding response (% of control), % at 10 µM; 290,000 tested, 1.4% active;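 active means binding response more than 3 SD above or below the average of its plate-row segment, actives on both sides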;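 further: Alexa488 bead fluorescence after subtracting the streptavidin-only scavenger bead signal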
# GalR3 antag – human GalR3 antagonism; 360,000 tested, 0.44% active; HEK293 GalR3-CNG cAMP membrane potential fluorescence; galR3 body fused to GalR1 C-terminus; O60755; AID 651719; inhibition, % at 3 µM;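 active means inhibition above the screen-wide average plus 3 SD, cut at about 13% in these data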;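 further: forskolin and galanin both at EC90 stimulate the cells; cAMP rise reported by CNG channel membrane potential dye signal; 0% = forskolin plus galanin with DMSO and 100% = forskolin alone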
# IDE cell inh – cellular human IDE inhibition | P14735 | HEK cells, FAbetaB cleavage, fluorescence polarization | inhibition, % at 5.59 µM | 320,000 tested, 0.41% active | AID 434962;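 active means percent inhibition above the average of all tested compounds plus 3 SD, set per screening campaign, cut at about 16% in these data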;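 further: IDE supplied by intact live HEK cells; FP after avidin binding of uncleaved biotin substrate so inhibition keeps polarization high; 0% = DMSO wells and 100% = 60 µM reference IDE inhibitor Ii1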
# Target sequence (P14735 whole entry, looked up): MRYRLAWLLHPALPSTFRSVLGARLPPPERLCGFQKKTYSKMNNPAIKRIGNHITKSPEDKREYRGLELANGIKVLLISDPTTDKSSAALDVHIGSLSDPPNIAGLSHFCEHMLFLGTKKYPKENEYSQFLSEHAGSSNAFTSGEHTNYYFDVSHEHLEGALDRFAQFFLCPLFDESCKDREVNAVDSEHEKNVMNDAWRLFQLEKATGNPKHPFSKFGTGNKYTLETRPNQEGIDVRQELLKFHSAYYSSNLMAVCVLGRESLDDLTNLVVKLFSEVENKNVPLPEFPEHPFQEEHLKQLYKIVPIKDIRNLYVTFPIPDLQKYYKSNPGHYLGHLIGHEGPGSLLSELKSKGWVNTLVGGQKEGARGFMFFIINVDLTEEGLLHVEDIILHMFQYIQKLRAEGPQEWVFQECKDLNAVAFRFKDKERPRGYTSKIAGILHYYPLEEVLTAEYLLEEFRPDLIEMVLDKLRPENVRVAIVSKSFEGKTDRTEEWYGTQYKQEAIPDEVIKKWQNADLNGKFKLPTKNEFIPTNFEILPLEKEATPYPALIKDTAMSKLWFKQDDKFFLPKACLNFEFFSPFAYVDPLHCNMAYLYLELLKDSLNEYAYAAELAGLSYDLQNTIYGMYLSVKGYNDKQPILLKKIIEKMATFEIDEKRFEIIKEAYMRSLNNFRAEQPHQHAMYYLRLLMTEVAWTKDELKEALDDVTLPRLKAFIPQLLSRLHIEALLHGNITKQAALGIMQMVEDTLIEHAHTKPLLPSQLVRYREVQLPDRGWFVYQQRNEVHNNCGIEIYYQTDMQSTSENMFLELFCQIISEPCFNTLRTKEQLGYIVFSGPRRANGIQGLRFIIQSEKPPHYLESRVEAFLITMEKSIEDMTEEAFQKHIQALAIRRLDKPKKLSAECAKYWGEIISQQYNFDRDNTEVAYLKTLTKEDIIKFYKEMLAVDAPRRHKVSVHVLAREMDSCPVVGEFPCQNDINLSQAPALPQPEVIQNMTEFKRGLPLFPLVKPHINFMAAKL
# pCIP destab – lowers stability of the mouse p/CIP coactivator protein. Q05BA5. F442A p/CIP-EGFP cells, EGFP fluorescence, 16 h. decrease of EGFP signal, % at 10 µM. 290,000 tested, 0.01% active;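 active means EGFP signal decrease of at least 30% at 10 µM or well 3 SD below plate mean, unless failing retest; inactive means the rest, including hits failing retest or dose response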; further: some compounds called inactive have numbers as strong as hits; many of its hits are not listed in these tables
# CRFR2-BP antag – blocks CRF-induced signaling of the CRF-BP/CRF-R2 complex. 350,000 tested, 0.59% active. HEK293 CRF-R2/CRF-BP, CRF-induced calcium fluorescence. AID 588475. inhibition, % at 11.8 µM;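 active means inhibition of the ligand-induced calcium signal above about 50% at the single tested concentration, limit read from the data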
# IDE act – IDE (human) activation, cell-based | P14735 | 340,000 tested, 0.073% active | HEK cells, FAbeta-B cleavage, fluorescence polarization; 0% vehicle, 100% cell-free pure enzyme wells | activation, % at 5.96 µM;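 active means activation above the mean of all tested compounds plus 3 SD, set per screening campaign, cut at about 17% in these data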
# CHRM4 PAM – potentiates acetylcholine response at human M4 receptor | activation, % at 3 µM | 360,000 tested, 0.4% active | P08173 | CHO-K1 hM4/Gqi5, Fluo-8 calcium fluorescence, ACh EC20; 0% = ACh EC20, 100% = maximal ACh;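 active means activation above its plate's cutoff, the mean activation of sample wells plus 3 SD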; further: some results filed as inactive read as strong as hits
# PHOSPHO1 inh – inhibitors of human PHOSPHO1 phosphatase | recombinant PHOSPHO1, absorbance phosphatase assay | inhibition, % at 13.3 µM | 290,000 tested, 1.1% active | Q8TCT1; in the data active means inhibition above about 60%
# CRFR2-BP ag – agonists of human CRF-binding protein/CRF-R2 receptor complex | HEK293 CRF-R2/CRF-BP, calcium dye fluorescence (FLIPR); percent of saturating CRF peptide response | activation, % at 13.2 µM | 350,000 tested, 0.46% active;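 active means activation of at least 50%, plus an integration ratio under a set limit after plate pattern correction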;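 further: plate controls were neutral control wells without compound for no effect and CRF at EC100 for full effect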
# Active calls of the source: *; . = not tested or not shown; & = joins results of further samples.
1: N#C/C(=C(/O)c1ccco1)c1nc2ccccc2s1
2: COc1ccc(-c2oc3ncnc(NCCCN4CCOCC4)c3c2-c2ccc(OC)cc2)cc1
3: CC1(c2ccc3ccccc3c2)NC(=O)N(CC(=O)N2CCN(Cc3ccccc3)CC2)C1=O (stereo unspecified)
4: O=c1[nH]c(C2CCN(S(=O)(=O)c3ccccc3)CC2)nc2c1nnn2Cc1ccccc1
5: C/C(COc1ccccc1)=N\NC(=O)c1nnn(-c2nonc2N)c1CSc1ccccc1
6: COc1ccc(S(=O)(=O)N2CCCCCC2)cc1NC(=O)Cc1n[nH]c(=O)c2ccccc12
7: CC(C)(C)C(=O)N=C1SC2CS(=O)(=O)CC2N1c1ccc2c(c1)OCO2 (stereo unspecified)
8: C/C(=N\NC(=O)c1n[nH]c2c1CCC2)c1ccco1
9: Cn1nnnc1Sc1ncnc2scc(-c3ccccc3Cl)c12
10: COc1ccccc1/C=N/NC(=O)Cn1cnc([N+](=O)[O-])n1

assay / entry	1	2	3	4	5	6	7	8	9	10
MEKK3 PB1 HTS	94&103	85	.	102	110	.	96	94	.	107
GalR3 antag	-1&-9	3	.	-4	1	-4	-3	3	-7	-3
IDE cell inh	-2&-3	0	-1	6	11	.	2	1	8	-2
pCIP destab	-19&0	-7	.	-7	9	.	0	5	.	4
CRFR2-BP antag	13&15	3	-5	5	-8	11	0	5	-1	10
IDE act	5&3	7	8	-5	3	0	2	.	-3	0
CHRM4 PAM	11&-1	-20	12	-27	-4	-8	2	2	2	6
PHOSPHO1 inh	6&11	36	.	22	24	.	7	51	.	18
CRFR2-BP ag	3.1&5.6	-2.5	-0.2	2.0	-0.8	0.8	-0.8	-1.3	-3.5	-2.6

11: C=CC[C@@H]1C=C[C@H](O/N=C/[C@@H](NS(=O)(=O)c2ccc(C)cc2)[C@H](C)/C=C/CC(=O)OC)[C@@H](CO)O1
12: Oc1ccccc1-c1nnc(COc2ccc(Cl)cc2Cl)o1
13: CSCCC(NS(=O)(=O)c1ccccc1F)C(=O)NCc1cccnc1 (stereo unspecified)
14: Cc1ccc(NC(=O)[C@@H]2CCCN2S(=O)(=O)c2ccccc2C(F)(F)F)cc1S(=O)(=O)N1CCOCC1
15: CN1CCN(CCCNC(=O)C2CCN(c3nnc(-n4cccc4)s3)CC2)CC1
16: OCC[C@@H]1C[C@@H](O)[C@H](O)[C@]2(OCCCc3ccccc32)O1
17: COc1ccccc1C1CC(c2ccc(Cl)cc2)Nc2nc(N)nn21 (stereo unspecified)
18: N#C/C(=N\Nc1ccc(F)cc1)C(=N)N1CCCCCC1
19: Cc1ccc(OCC(=O)Nc2cccc(S(=O)(=O)N3CCCCCC3)c2)c([N+](=O)[O-])n1
20: CN(CC(=O)O/N=C(\N)c1ccc(Br)cc1)S(=O)(=O)c1ccccc1

assay / entry	11	12	13	14	15	16	17	18	19	20
MEKK3 PB1 HTS	104	96	.	99	.	106	94	107	94	102
GalR3 antag	.	3	-3	7	-2	-6	-1	-7	5	1
IDE cell inh	7	0	2	1	4	3	1	3	-4	-5
pCIP destab	-2	-12	.	-1	-7	-4	-14	-7	2	-1
CRFR2-BP antag	.	-33	-3	7	13	3	-30	-5	-4	-6
IDE act	.	8	5	1	-5	7	1	-6	-8	4
CHRM4 PAM	.	5	-5	0	7	1	-6	5	-29	2
PHOSPHO1 inh	-6	-18	.	-8	29	0	-4	-12	17	38
CRFR2-BP ag	.	4.5	0.2	-2.6	-1.4	-0.6	12	1.2	3.0	-0.4

21: COc1ccc2oc(C(F)(F)C(F)(F)F)cc(=O)c2c1
22: Cc1ccc(S(=O)(=O)c2nc(S(=O)(=O)c3ccccc3)sc2N2CCN(CCO)CC2)cc1
23: CC(NC(=O)CCN1C(=O)c2ccccc2C1=O)c1ccc2c(c1)CCCC2 (stereo unspecified)
24: CSc1nnc(C)c(=O)n1COC(=O)COc1ccccc1C
25: Cc1cc(OCC(=O)NN2C(=O)c3ccccc3C2=O)ccc1Cl
26: COc1ccc(C(CC(=O)O)NS(=O)(=O)c2ccc3c(c2)NC(=O)CO3)cc1 (stereo unspecified)
27: Cc1nc2c(-c3ccc(F)cc3)c(C)nn2c(C)c1CCC(=O)N1CCN(c2ccccn2)CC1
28: Cc1cccc(NC(=O)COC(=O)CCc2ccc(S(=O)(=O)N3CCOCC3)cc2)c1C
29: NC(=O)N/N=C/c1ccc(-c2ccc([N+](=O)[O-])cc2)o1
30: O=C(Nc1ccc2c3c(cccc13)CC2)c1ccco1

assay / entry	21	22	23	24	25	26	27	28	29	30
MEKK3 PB1 HTS	.	106	104	95	104	104	99	89	91	91
GalR3 antag	0	-2	-4	5	-11	-10	1	-4	0	-3
IDE cell inh	-1	5	4	0	-3	0	1	-1	1	1
pCIP destab	-3	-4	-6	-2	0	3	-22	-9	-3	0
CRFR2-BP antag	7	-9	-14	7	3	-7	6	13	-16	5
IDE act	2	2	3	9	2	2	0	6	5	0
CHRM4 PAM	-4	-5	6	17	0	4	9	4	7	10
PHOSPHO1 inh	15	22	-5	-1	30	37	9	29	3	14
CRFR2-BP ag	1.4	-1.1	-2.3	-2.4	-0.9	1.2	0.6	-3.0	0.1	0.1

# An excerpt from above in order of SMILES length, low to high.
30: O=C(Nc1ccc2c3c(cccc13)CC2)c1ccco1
24: CSc1nnc(C)c(=O)n1COC(=O)COc1ccccc1C
18: N#C/C(=N\Nc1ccc(F)cc1)C(=N)N1CCCCCC1
21: COc1ccc2oc(C(F)(F)C(F)(F)F)cc(=O)c2c1
17: COc1ccccc1C1CC(c2ccc(Cl)cc2)Nc2nc(N)nn21 (stereo unspecified)
29: NC(=O)N/N=C/c1ccc(-c2ccc([N+](=O)[O-])cc2)o1
23: CC(NC(=O)CCN1C(=O)c2ccccc2C1=O)c1ccc2c(c1)CCCC2 (stereo unspecified)
20: CN(CC(=O)O/N=C(\N)c1ccc(Br)cc1)S(=O)(=O)c1ccccc1
16: OCC[C@@H]1C[C@@H](O)[C@H](O)[C@]2(OCCCc3ccccc32)O1
26: COc1ccc(C(CC(=O)O)NS(=O)(=O)c2ccc3c(c2)NC(=O)CO3)cc1 (stereo unspecified)
28: Cc1cccc(NC(=O)COC(=O)CCc2ccc(S(=O)(=O)N3CCOCC3)cc2)c1C
27: Cc1nc2c(-c3ccc(F)cc3)c(C)nn2c(C)c1CCC(=O)N1CCN(c2ccccn2)CC1

assay / entry	30	24	18	21	17	29	23	20	16	26	28	27
MEKK3 PB1 HTS	91	95	107	.	94	91	104	102	106	104	89	99
GalR3 antag	-3	5	-7	0	-1	0	-4	1	-6	-10	-4	1
IDE cell inh	1	0	3	-1	1	1	4	-5	3	0	-1	1
pCIP destab	0	-2	-7	-3	-14	-3	-6	-1	-4	3	-9	-22
CRFR2-BP antag	5	7	-5	7	-30	-16	-14	-6	3	-7	13	6
IDE act	0	9	-6	2	1	5	3	4	7	2	6	0
CHRM4 PAM	10	17	5	-4	-6	7	6	2	1	4	4	9
PHOSPHO1 inh	14	-1	-12	15	-4	3	-5	38	0	37	29	9
CRFR2-BP ag	0.1	-2.4	1.2	1.4	12	0.1	-2.3	-0.4	-0.6	1.2	-3.0	0.6

19: Cc1ccc(OCC(=O)Nc2cccc(S(=O)(=O)N3CCCCCC3)c2)c([N+](=O)[O-])n1

assay / entry	19
MEKK3 PB1 HTS	94
GalR3 antag	5
IDE cell inh	-4
pCIP destab	2
CRFR2-BP antag	-4
IDE act	-8
CHRM4 PAM	-29
PHOSPHO1 inh	17
CRFR2-BP ag	3.0

# (cont.)
31: Cc1cccc(C(=O)Oc2cccc3c(O)cccc23)c1
32: CCOc1ccc(NC2=CC(=O)CCC2)cc1
33: Cc1ccc(Cn2c(SCC(N)=O)nc3c2c(=O)n(C)c(=O)n3C)cc1
34: COCC(=O)Nc1ccccc1C#N
35: O=C(Nc1cccnc1)C1CCCN(S(=O)(=O)c2cccc3nsnc23)C1 (stereo unspecified)
36: COC(=O)c1[nH]c2cc(OC)ccc2c1NC(=O)CCN1CCCC(C)(C)C1
37: COc1ccc2c(CC(=O)N3CCc4ccccc43)coc2c1
38: O=C(N/N=C/c1ccc(OC(F)F)cc1OC(F)F)c1ccc(Br)cc1
39: O=C(C[C@@H]1C/C=C\C[C@H](NC(=O)OCC2c3ccccc3-c3ccccc32)C(=O)OC[C@H]2CCCN2C1=O)NCCO
40: O=C(CNC(=O)Cc1cccc2ccccc12)NCc1ccc(F)cc1

assay / entry	31	32	33	34	35	36	37	38	39	40
MEKK3 PB1 HTS	93	97	103	.	103	101	96	97	.	101
GalR3 antag	-2	-11	-9	-1	-2	-6	2	-4	.	-8
IDE cell inh	5	3	2	-1	2	4	3	3	6	6
pCIP destab	2	1	7	0	6	-4	-11	-5	.	-17
CRFR2-BP antag	2	3	1	21	-32	-16	3	5	6	-3
IDE act	3	1	2	-2	3	3	0	2	-5	5
CHRM4 PAM	-2	-4	6	7	-3	0	-7	-4	13	3
PHOSPHO1 inh	5	6	4	-4	-16	30	17	-15	.	24
CRFR2-BP ag	-0.7	-0.6	0.4	0.2	0.4	3.7	2.7	-0.1	0.1	-0.7

41: Cc1ccc(N2C(=O)C(CN(C)C)C2c2ccccc2)cc1 (stereo unspecified)
42: CCCCCCSc1ccc([C@@H]2[C@H]3C(=O)N(CC)C(=O)[C@H]3[C@]3(C(=O)OC)CCCCN23)cc1
43: Nc1nc(N)n(-c2ccccc2)c(=Nc2ccccc2)n1
44: CCn1c(=O)cc(OCC(=O)N2CCN(c3cccc(C(F)(F)F)c3)CC2)c2ccccc21
45: Cc1cc(C)cc(NC(=O)CSCc2cc(=O)n3ccsc3n2)c1
46: O=C1C2C3CCC(C3)C2C(=O)N1c1ccc2ccccc2c1 (stereo unspecified)
47: COc1ccccc1NC(=O)c1ccc(NC(=O)CSc2nnnn2C)cc1
48: c1ccc(CNc2c3c(nc4ncnn24)CCCC3)nc1
49: CC1CCN(c2ccc3nnc(CCC(=O)NCc4ccco4)n3n2)CC1
50: O=C(CCc1ccccc1)Nc1ncn[nH]1

assay / entry	41	42	43	44	45	46	47	48	49	50
MEKK3 PB1 HTS	91	.	104	99	103	101	101	95	100	101
GalR3 antag	-6	-1	-10	-5	2	-7	1	-1	-5	-3
IDE cell inh	10	4	10	-4	4	6	0	-1	-5	-2
pCIP destab	2	.	13	-6	-14	-10	-10	-11	8	2
CRFR2-BP antag	18	-7	-12	-13	2	25	-15	3	-1	-5
IDE act	-2	-1	2	4	6	-3	-5	3	4	4
CHRM4 PAM	12	4	3	-20	-3	2	3	2	3	12
PHOSPHO1 inh	7	.	0	-2	12	15	7	-21	43	44
CRFR2-BP ag	6.7	8.1	0.6	0.7	2.5	-1.9	-1.1	-1.8	1.2	-1.0

# Compound activity from PubChem BioAssay.
